Source: PubChem (Sanford-Burnham Center for Chemical Genomics)
SKN-1 inh – C. elegans SKN-1 inhibition; C. elegans VP596 Pgst-4::GFP/RFP ratio, acrylamide-induced, 24 h; inhibition, % at 21.8 µM; actives 0.49% (n = 360,000); AID 624304;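 active = interference check ratio from 0.5 to 1.5 plus GFP to RFP signal ratio inhibition reaching or exceeding a fixed threshold, cut at about 30% in these data, passing the limit was not always enough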; note: some compounds called inactive have numbers as strong as hits
NadD block – NadD (S. aureus) enzyme inhibition; purified NadD enzyme, colorimetric absorbance read-out; AID 602399; inhibition, % at 20 µM; actives 0.78% (n = 360,000); in the data active = inhibition above about 26%; note: some compounds past the cut are filed as inactive
Rpn11 inh – inhibitors of human proteasome Rpn11 | actives 0.59% (n = 360,000) | human 26S proteasome, Ub4-pepOG fluorescence polarization; 20S core pre-blocked with epoxomicin | AID 588493 | O00487 | calls only at 20 µM;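 active = inhibition at 20 µM, scaled to each plate's controls, above about 33%, limit read from the data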
Target sequence (O00487 whole entry, looked up): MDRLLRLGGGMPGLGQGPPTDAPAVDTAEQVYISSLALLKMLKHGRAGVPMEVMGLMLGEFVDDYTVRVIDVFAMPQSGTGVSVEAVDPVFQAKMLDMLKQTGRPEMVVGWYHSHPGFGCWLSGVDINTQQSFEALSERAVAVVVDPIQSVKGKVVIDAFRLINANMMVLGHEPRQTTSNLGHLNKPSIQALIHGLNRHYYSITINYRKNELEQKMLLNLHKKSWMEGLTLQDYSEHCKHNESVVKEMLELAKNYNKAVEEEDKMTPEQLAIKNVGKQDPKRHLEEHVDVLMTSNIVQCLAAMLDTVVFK
MT1-MMP act inh – inhibitors of human MT1-MMP activation. HT1080 RFP-PRO-GFP cells, GFP/RFP ratio fluorescence, overnight; percent of plate control window, DMSO zero. actives 0.061% (n = 360,000). AID 651647. GFP/RFP ratio change, % at 20 µM;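 active = GFP/RFP ratio change of at least 30% with cell ATP level not reduced by more than half and red fluorescence within 50% of control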; note: strong numbers were not always called active
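Assay system: HT1080 RFP-PRO-GFP cells | Dosing: 20 µM single dose, 1% DMSO | Incubation: Cells overnight before dosing, compound overnight, 37 °C, 5% CO2 | Evaluation: GFP/RFP fluorescence ratio | Control set: DMSO-only wells and HT1080 RFP-L50D-GFP cell wells as references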
LMPTP block – blocks human LMPTP phosphatase. recombinant LMPTP-A, OMFP fluorogenic substrate, fluorescence intensity. inhibition, % at 20 µM. actives 0.22% (n = 360,000). AID 651560;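 active = compounds that cut the enzyme signal by at least half of the control window in the single-dose screen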;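 note: plate controls were DMSO wells with enzyme plus substrate for no effect and substrate without enzyme for full effect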
Target sequence (P24666 whole entry, looked up): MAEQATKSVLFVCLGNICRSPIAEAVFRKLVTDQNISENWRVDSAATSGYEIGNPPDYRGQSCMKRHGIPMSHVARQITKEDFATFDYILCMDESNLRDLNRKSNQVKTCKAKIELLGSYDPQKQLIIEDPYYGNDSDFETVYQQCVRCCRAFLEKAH
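Test system: LMPTP-A phosphatase enzyme. Amount: LMPTP-A at 0.625 nM final in the reaction. Reagent: OMFP substrate, 400 µM final. Times: 50 min at room temperature. Signal: endpoint fluorescence intensity from OMFP dephosphorylation. Read-out basis: % inhibition. Benchmarks: no-enzyme and uninhibited controls.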
SUMO1-SIM PPI – modulators of human SUMO1-mediated protein-protein interactions; actives 0.33% (n = 360,000); P63165; SUMO1 binding to a labelled peptide, TR-FRET, 1 h; inhibition, % at 20 µM; AID 602429; in the data active = inhibition above about 37%
Scp-1 inhibitor – Scp-1 (human) phosphatase inhibition. Q9GZU7. Recombinant Scp1, phosphopeptide, malachite green phosphate absorbance. inhibition, % at 20 µM. actives 0.88% (n = 340,000). AID 493091;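 active = inhibition above about 50% at 20 µM, limit read from the data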;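 note: plate controls were DMSO wells with enzyme for no effect and wells lacking enzyme for full effect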
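Material – SCP-1 phosphatase catalytic domain, residues 76-261 · Buffer or medium – Acidic Tris acetate buffer with magnesium and detergent · Also added – Phospho 17-mer peptide substrate · Compound – single 20 µM dose, 1% DMSO · Times – 45 min room-temperature reaction, 5 min colour, 30 min stabiliser · Technique – Phosphate-binding colour reagent, absorbance read at 630 nm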
DNMT1 inh – blocks human DNA methyltransferase DNMT1; P26358; DNMT1 molecular beacon, Hinp1I cleavage, fluorescence; inhibition (reported as % activation of signal), % at 10 µM; actives 0.83% (n = 360,000); AID 588458; in the data active = inhibition above about 50%
STEP inh – inhibitors of human striatal-enriched phosphatase STEP. recombinant STEP, OMFP fluorogenic substrate, fluorescence. P54829. inhibition, % at 20 µM. actives 0.25% (n = 360,000);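 active = inhibition at 20 µM, scaled per plate between control wells, above about 37%, limit read from the data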;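 note: 0% = DMSO with enzyme and substrate and 100% = substrate only without enzyme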
Target sequence (P54829 whole entry, looked up): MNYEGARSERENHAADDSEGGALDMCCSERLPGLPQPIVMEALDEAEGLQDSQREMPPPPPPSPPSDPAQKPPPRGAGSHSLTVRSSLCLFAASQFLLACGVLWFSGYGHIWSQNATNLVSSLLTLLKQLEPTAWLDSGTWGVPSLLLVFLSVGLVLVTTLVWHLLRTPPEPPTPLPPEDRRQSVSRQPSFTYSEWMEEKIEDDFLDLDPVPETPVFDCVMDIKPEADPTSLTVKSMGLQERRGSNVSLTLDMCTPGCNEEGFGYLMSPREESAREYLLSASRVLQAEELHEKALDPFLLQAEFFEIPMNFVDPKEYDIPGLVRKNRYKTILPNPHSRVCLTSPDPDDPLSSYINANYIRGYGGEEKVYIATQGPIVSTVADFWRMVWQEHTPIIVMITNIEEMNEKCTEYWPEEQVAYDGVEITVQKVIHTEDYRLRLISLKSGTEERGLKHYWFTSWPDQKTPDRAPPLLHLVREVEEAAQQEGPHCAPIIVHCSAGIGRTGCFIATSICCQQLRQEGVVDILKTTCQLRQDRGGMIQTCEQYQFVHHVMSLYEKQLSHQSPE
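Material: STEP (striatal-enriched tyrosine phosphatase) enzyme, cell-free | Medium: 50 mM Bis-Tris pH 6.0 with 2.5 mM DTT and 0.005% Tween 20 | Read-out: Percent inhibition scaled to no-enzyme and uninhibited-enzyme controls, plate-pattern corrected | Signal: Fluorescence read at 480 nm ex / 540 nm em | Times: 20 min reaction, room temperature, in the dark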
CendR NRP1 mod – alters CendR peptide binding to human NRP-1; inhibition, % at 25 µM; O14786; AID 602438; FAM-RPARPAR peptide binding to NRP-1, fluorescence polarization; actives 0.85% (n = 360,000);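 active = inhibition or corrected inhibition above about 18%, plus a signal ratio from 0.5 to 1.5, limit read from the data, passing the limit was not always enough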; note: strong numbers were not always called active
An asterisk follows results filed as active; i = inactive.

SMILES | SKN-1 inh | NadD block | Rpn11 inh | MT1-MMP act inh | LMPTP block | SUMO1-SIM PPI | Scp-1 inhibitor | DNMT1 inh | STEP inh | CendR NRP1 mod
O=c1[nH]c(CSc2nc(-c3ccc(F)cc3)cs2)nc2ccccc12 | 1 | 0 | i | -2 | 0.0 | -1 | -11 | -1 | 4 | 5
CCN(CC(=O)Nc1ccc(Br)cc1)C(=O)c1nc2nc(C)cc(C)n2n1 | 0 | 4 | i | 0 | -0.5 | 2 | -10 | -3 | 0 | -6
CCOC(=O)C1Sc2[nH]c(=O)sc2C(c2ccc(Cl)cc2)C1C(=O)OCC (configuration not stated) | -13 | 13 | i | -2 | -3.9 | -13 | -11 | -3 | 1 | 15
CC(C)(C)c1nc(SCC(=O)N2CCCC2)c2ccccc2n1 | 10 | 0 | i | -3 | 0.3 | 0 | -8 | 2 | -2 | -1
COc1ccc(OCC(=O)Nc2nnc(S(=O)(=O)N3CCCCCC3)s2)cc1 | -3 | 11 | i | 4 | -0.7 | 11 | -12 | 3 | -2 | -4
CC1=CC2=NC(=O)/C(=C\c3cc(C)n(-c4ccc(F)cc4)c3C)C(=N)N2O1 | -2 | 6 | i | -5 | -0.4 | -2 | -4 | 3 | 2 | -4
COc1ccc(Br)cc1S(=O)(=O)NNC(=O)c1c(C)nc2ccccn12 | 6 | 0 | i | 1 | 1.0 | 8 | -7 | 5 | 8 | 8
COc1ccc(NC(=O)CN2CCN(CC(=O)Nc3ccccc3Cl)CC2)cc1 | -5 | -5 | i | -4 | -0.7 | 17 | -2 | -5 | -13 | -9
CC1(C)CC(=O)C=C(NNC(=O)c2ccccc2O)C1 | -4 | -4 | i | -4 | -2.2 | 1 | -4 | -1 | -3 | -38
O=S(=O)(NCCc1ccccc1)c1cccc2nsnc12 | 2 | -3 | i | 0 | 0.2 | -22 | -5 | 3 | -2 | -4
CCN(C[C@H]1N[C@@](CC)(C(=O)OC)[C@H]2C(=O)N(Cc3ccccc3)C(=O)[C@@H]12)C(=O)NC(C)C | 10 | -5 | i | 1 | -2.9 | 1 | -11 | 4 | -3 | -4
NN1C(=O)/C(=C\c2ccco2)SC1=S | 5 | 3 | i | 0 | 7.0 | -10 | 0 | 52* | 8 | -15
COc1ccccc1NC(=O)Cc1noc(CSc2nnc(C(F)(F)F)n2C)n1 | -2 | 7 | i | -2 | -1.2 | 3 | -3 | -4 | 2 | -11
Cc1ccc(CN(Cc2ccco2)C(=S)NCC(=O)NCc2cccnc2)cc1 | 6 | 2 | i | -1 | 0.5 | -3 | -4 | -4 | 4 | -33
O=C1NCCN1c1ncc([N+](=O)[O-])s1 | 0 | 5 | i | 3 | -1.3 | -45 | -11 | -1 | -2 | 2

Reprinted from the part before: 2 entries, then new ones.
SMILES | SKN-1 inh | NadD block | Rpn11 inh | MT1-MMP act inh | LMPTP block | SUMO1-SIM PPI | Scp-1 inhibitor | DNMT1 inh | STEP inh | CendR NRP1 mod
Cc1ccc(CN(Cc2ccco2)C(=S)NCC(=O)NCc2cccnc2)cc1 | 6 | 2 | i | -1 | 0.5 | -3 | -4 | -4 | 4 | -33
O=C1NCCN1c1ncc([N+](=O)[O-])s1 | 0 | 5 | i | 3 | -1.3 | -45 | -11 | -1 | -2 | 2
CCOc1ccccc1CN1CCN(Cc2cccc3c2OCO3)CC1CCO (configuration not stated) | 2 | 6 | i | -1 | -0.6 | 1 | 4 | 3 | 1 | -1
COCCNC(=O)/C(C#N)=C/c1ccc(O)cc1 | -19 | -4 | i | 4 | -0.7 | -19 | -13 | -1 | -3 | -12
C=C(C)C1CC=C(CN2CCC(O)CC2)CC1 (configuration not stated) | 6 | -8 | i | 5 | -1.9 | 0 | 2 | 0 | -2 | 8
Nc1nc(NCc2ccco2)nc(N2CCOCC2)c1[N+](=O)[O-] | 0 | -3 | i | 6 | -0.2 | 4 | -7 | 1 | 2 | 8
COC(CNC(=O)c1ccc2c(c1)ncn2-c1cc(C)cc(C)c1)OC | 3 | -7 | i | 1 | -2.9 | 0 | -12 | 0 | 1 | -2
CCOc1ccc(C(=O)CSCC(=O)O)cc1 | 7 | -11 | i | 2 | -1.6 | 14 | -11 | 1 | -2 | -2
Nc1nonc1-n1nnc(C(=O)N/N=C/c2ccccc2O)c1CN1CCCC1 | 13 | 2 | i | 9 | -0.9 | -6 | -9 | -2 | -2 | -27
COC(=O)c1ccc(NC(=S)Nc2cccc(C)n2)cc1 | -3 | 4 | i | 1 | -0.6 | 0 | -4 | 0 | 6 | -2
O=C(CCN1C(=O)/C(=C/c2cccc(Br)c2)SC1=S)NNC(=O)c1cccnc1 | 1 | 2 | i | 4 | 11 | -13 | 1 | 71* | -1 | -15
O=c1cc(CN2CCN(c3ccc(F)cc3)CC2)c2cc3c(cc2o1)CCCC3 | 0 | 7 | i | 4 | 1.6 | -1 | 2 | 63* | 2 | -9
Cc1cc(C)c(S(=O)(=O)Nc2ccc(N3CCOCC3)cc2)c(C)c1 | -9 | -3 | i | -2 | 1.7 | 3 | -1 | -2 | -3 | -2
O=C(CC1C(=O)NCCN1Cc1ccccc1C(F)(F)F)NC1CCCCC1 (configuration not stated) | 1 | 1 | i | 7 | -1.7 | -4 | 1 | -4 | -2 | -1
CCOc1ccc(OCCOCCN2CCOCC2)cc1 | -16 | 0 | i | 1 | -2.3 | 1 | -5 | 7 | -1 | 0
O=c1[nH]c(C2CCCN(S(=O)(=O)c3ccccc3Cl)C2)nc2c1nnn2Cc1ccc2c(c1)OCCO2 (configuration not stated) | 1 | 37* | i | -2 | 4.2 | 8 | -2 | -5 | 1 | 8
COc1cccc2c(N/N=C/c3ccc(O)c(O)c3)cc(C)nc12 | 13 | 4 | i | 2 | -0.7 | -2 | 0 | 2 | -3 | 3

Copied from the entries so far for reference:
SMILES | SKN-1 inh | NadD block | Rpn11 inh | MT1-MMP act inh | LMPTP block | SUMO1-SIM PPI | Scp-1 inhibitor | DNMT1 inh | STEP inh | CendR NRP1 mod
O=C(CCN1C(=O)/C(=C/c2cccc(Br)c2)SC1=S)NNC(=O)c1cccnc1 | 1 | 2 | i | 4 | 11 | -13 | 1 | 71* | -1 | -15
O=c1cc(CN2CCN(c3ccc(F)cc3)CC2)c2cc3c(cc2o1)CCCC3 | 0 | 7 | i | 4 | 1.6 | -1 | 2 | 63* | 2 | -9
Cc1cc(C)c(S(=O)(=O)Nc2ccc(N3CCOCC3)cc2)c(C)c1 | -9 | -3 | i | -2 | 1.7 | 3 | -1 | -2 | -3 | -2
O=C(CC1C(=O)NCCN1Cc1ccccc1C(F)(F)F)NC1CCCCC1 (configuration not stated) | 1 | 1 | i | 7 | -1.7 | -4 | 1 | -4 | -2 | -1
CCOc1ccc(OCCOCCN2CCOCC2)cc1 | -16 | 0 | i | 1 | -2.3 | 1 | -5 | 7 | -1 | 0

Other results.
SMILES | SKN-1 inh | NadD block | Rpn11 inh | MT1-MMP act inh | LMPTP block | SUMO1-SIM PPI | Scp-1 inhibitor | DNMT1 inh | STEP inh | CendR NRP1 mod
COc1ccc(C(=O)CSc2nnc(-c3ccco3)o2)cc1 | 4 | -8 | i | 4 | -1.1 | 1 | -6 | 0 | -2 | 4
O=C(O)c1nn(-c2ccc(F)cc2)ccc1=O | 1 | 1 | i | 3 | -2.3 | 1 | -9 | 5 | 0 | 12
CC1CC(C)CN(C(=O)COC(=O)C2CCN(S(=O)(=O)c3c(Cl)cccc3Cl)CC2)C1 (configuration not stated) | 4 | -7 | i | 3 | 0.2 | -2 | 2 | -1 | 3 | 1
O=C(NNS(=O)(=O)c1ccc(C(=O)NC2CCCC2)cc1)c1ccncc1 | 2 | -5 | i | 1 | -1.4 | -1 | -6 | 0 | 0 | 8
O=c1[nH]n2c(-c3ccccc3)nc(O)c2c2ccccc12 | -1 | -1 | i | 3 | -1.6 | -4 | -5 | 5 | 2 | 5
N#CCCSc1ccccc1NC(=O)c1cc(=O)c2ccccc2o1 | 16 | -1 | i | -7 | -0.7 | -28 | 0 | 0 | -2 | 4
CN1C(=O)CS/C1=N\NC(=O)COc1cccc2cccnc12 | 0 | -2 | i | -4 | 0.4 | -3 | -6 | 3 | -2 | 4
CCOC(=O)c1ccccc1-n1nnnc1C | 4 | -5 | i | -2 | 0.2 | -2 | -14 | 3 | -2 | 11
Cc1ccc(N(CC(=O)Nc2cc(Cl)ccc2Oc2ccccc2)S(C)(=O)=O)c(C)c1 | 8 | 3 | i | -3 | 4.7 | -3 | -10 | -7 | 0 | -7
Cc1ccc(NC(=O)COC(=O)C2CC2C)c(S(=O)(=O)N2CCCCC2)c1 (configuration not stated) | -10 | 4 | i | -6 | 0.9 | 2 | -5 | 0 | 0 | 20
COc1ccc2nc(NC(=O)c3cccc(OCc4c(C)noc4C)c3)sc2c1 | -7 | -1 | i | -4 | 1.5 | 4 | -7 | -11 | -3 | 4
Cc1cccc(OCCCN2CCOCC2)c1C | -7 | 4 | i | 4 | -2.9 | -1 | 0 | -6 | 1 | -2
Cc1cc2c(c(C)nn2-c2ccccc2)c(=O)o1 | 20 | -3 | i | 4 | -1.0 | 2 | -10 | 2 | -1 | 15
CC(C)(C)c1ccc(C2C3=C(CCCC3=O)NC3=C2C(=O)c2ccccc23)cc1 (configuration not stated) | -4 | 4 | i | -11 | 2.7 | -15 | 21 | -7 | 5 | -17
Cc1cccc2sc(NC(=O)[C@H](C)N3C(=O)C4CC=CCC4C3=O)nc12 (some centres not stated) | -8 | -2 | i | -6 | -0.6 | 0 | -4 | -5 | -1 | -11
O=C1c2cccnc2C(O)N1Cc1cccs1 (configuration not stated) | -3 | 7 | i | 4 | -1.2 | 2 | 0 | 4 | 1 | 5
Oc1ccc(Br)cc1/C=N/N1CCN(Cc2ccccc2)CC1 | -15 | -3 | i | -5 | 0.6 | -2 | -2 | -5 | 3 | -4
CCOC(=O)Cc1csc(NC(=O)CCN2C(=O)c3ccccc3C2=O)n1 | 0 | -4 | i | 0 | -1.4 | -5 | -5 | 9 | -1 | 2
